SARS 3CLpro inh = SARS-CoV 3CLpro protease inhibition; AID 1706; P0C6X7; inhibition, % at 6 µM; actives 0.14% (n = 290,000); recombinant SARS-CoV 3CLpro, quenched FRET peptide cleavage; in the data active = inhibition above about 12%
DUSP3 inh = blocks human VHR1 dual specificity phosphatase; actives 0.52% (n = 290,000); recombinant VHR phosphatase, pNPP absorbance; P51452; inhibition, % at 13.3 µM; in the data active = inhibition above about 50%; note: some compounds called inactive have numbers as strong as hits
BH1578 lux ind = induces V. cholerae light production without autoinducers; AID 588436; activation, % at 18.7 µM; actives 0.16% (n = 350,000); V. cholerae BH1578 lux reporter, luminescence, 6 h; in the data active = activation mostly above about 9.7%, no sharp cut-off; inconclusive = no clear call, values can overlap the other calls; inactive = mostly below about 3.7%; note: not every result past the cut was called active; inactives centre near 0; reference of the scale not given here
SSB-PriA inh = K. pneumoniae PriA-SSBct interaction inhibition; AID 1272365; inhibition, % at 33 µM; actives 0.6% (n = 430,000); AlphaScreen SSBct-PriA binding, biotinylated peptide; in the data active = inhibition mostly above about 37%, no sharp cut-off; inactive = mostly below about 20%;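 note: plate controls were negative control peptide for no effect and reference peptide for full effect; strong numbers were not always called active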
PfHsp40 rescue = restores yeast growth despite PfHsp40 toxicity. S. cerevisiae expressing PfHsp40, growth rescue, ATP luminescence. growth rescue, % at 12.5 µM. actives 0.68% (n = 340,000); in the data active = growth rescue above about 28%, passing the limit was not always enough; inconclusive = no clear call, values can overlap the other calls;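 note: yeast W303a lacking pdr1 and pdr3 grown in galactose medium; growth measured after three days at 30 °C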
Anthrax LF prot = blocks Bacillus anthracis lethal factor protease. multiplex microsphere protease cleavage assay, LF. actives 0.12% (n = 360,000). inhibition, % at 10 µM; note: plate controls were buffer without enzyme for full effect and enzyme alone for no effect
TcdB inh = TcdB glycohydrolase inhibition; P18177; TcdB glycohydrolase enzymatic assay, plate reader; inhibition, % at 9.99 µM; actives 0.24% (n = 350,000); AID 652162; in the data active = inhibition above about 10%
Target sequence (P18177 whole entry, looked up): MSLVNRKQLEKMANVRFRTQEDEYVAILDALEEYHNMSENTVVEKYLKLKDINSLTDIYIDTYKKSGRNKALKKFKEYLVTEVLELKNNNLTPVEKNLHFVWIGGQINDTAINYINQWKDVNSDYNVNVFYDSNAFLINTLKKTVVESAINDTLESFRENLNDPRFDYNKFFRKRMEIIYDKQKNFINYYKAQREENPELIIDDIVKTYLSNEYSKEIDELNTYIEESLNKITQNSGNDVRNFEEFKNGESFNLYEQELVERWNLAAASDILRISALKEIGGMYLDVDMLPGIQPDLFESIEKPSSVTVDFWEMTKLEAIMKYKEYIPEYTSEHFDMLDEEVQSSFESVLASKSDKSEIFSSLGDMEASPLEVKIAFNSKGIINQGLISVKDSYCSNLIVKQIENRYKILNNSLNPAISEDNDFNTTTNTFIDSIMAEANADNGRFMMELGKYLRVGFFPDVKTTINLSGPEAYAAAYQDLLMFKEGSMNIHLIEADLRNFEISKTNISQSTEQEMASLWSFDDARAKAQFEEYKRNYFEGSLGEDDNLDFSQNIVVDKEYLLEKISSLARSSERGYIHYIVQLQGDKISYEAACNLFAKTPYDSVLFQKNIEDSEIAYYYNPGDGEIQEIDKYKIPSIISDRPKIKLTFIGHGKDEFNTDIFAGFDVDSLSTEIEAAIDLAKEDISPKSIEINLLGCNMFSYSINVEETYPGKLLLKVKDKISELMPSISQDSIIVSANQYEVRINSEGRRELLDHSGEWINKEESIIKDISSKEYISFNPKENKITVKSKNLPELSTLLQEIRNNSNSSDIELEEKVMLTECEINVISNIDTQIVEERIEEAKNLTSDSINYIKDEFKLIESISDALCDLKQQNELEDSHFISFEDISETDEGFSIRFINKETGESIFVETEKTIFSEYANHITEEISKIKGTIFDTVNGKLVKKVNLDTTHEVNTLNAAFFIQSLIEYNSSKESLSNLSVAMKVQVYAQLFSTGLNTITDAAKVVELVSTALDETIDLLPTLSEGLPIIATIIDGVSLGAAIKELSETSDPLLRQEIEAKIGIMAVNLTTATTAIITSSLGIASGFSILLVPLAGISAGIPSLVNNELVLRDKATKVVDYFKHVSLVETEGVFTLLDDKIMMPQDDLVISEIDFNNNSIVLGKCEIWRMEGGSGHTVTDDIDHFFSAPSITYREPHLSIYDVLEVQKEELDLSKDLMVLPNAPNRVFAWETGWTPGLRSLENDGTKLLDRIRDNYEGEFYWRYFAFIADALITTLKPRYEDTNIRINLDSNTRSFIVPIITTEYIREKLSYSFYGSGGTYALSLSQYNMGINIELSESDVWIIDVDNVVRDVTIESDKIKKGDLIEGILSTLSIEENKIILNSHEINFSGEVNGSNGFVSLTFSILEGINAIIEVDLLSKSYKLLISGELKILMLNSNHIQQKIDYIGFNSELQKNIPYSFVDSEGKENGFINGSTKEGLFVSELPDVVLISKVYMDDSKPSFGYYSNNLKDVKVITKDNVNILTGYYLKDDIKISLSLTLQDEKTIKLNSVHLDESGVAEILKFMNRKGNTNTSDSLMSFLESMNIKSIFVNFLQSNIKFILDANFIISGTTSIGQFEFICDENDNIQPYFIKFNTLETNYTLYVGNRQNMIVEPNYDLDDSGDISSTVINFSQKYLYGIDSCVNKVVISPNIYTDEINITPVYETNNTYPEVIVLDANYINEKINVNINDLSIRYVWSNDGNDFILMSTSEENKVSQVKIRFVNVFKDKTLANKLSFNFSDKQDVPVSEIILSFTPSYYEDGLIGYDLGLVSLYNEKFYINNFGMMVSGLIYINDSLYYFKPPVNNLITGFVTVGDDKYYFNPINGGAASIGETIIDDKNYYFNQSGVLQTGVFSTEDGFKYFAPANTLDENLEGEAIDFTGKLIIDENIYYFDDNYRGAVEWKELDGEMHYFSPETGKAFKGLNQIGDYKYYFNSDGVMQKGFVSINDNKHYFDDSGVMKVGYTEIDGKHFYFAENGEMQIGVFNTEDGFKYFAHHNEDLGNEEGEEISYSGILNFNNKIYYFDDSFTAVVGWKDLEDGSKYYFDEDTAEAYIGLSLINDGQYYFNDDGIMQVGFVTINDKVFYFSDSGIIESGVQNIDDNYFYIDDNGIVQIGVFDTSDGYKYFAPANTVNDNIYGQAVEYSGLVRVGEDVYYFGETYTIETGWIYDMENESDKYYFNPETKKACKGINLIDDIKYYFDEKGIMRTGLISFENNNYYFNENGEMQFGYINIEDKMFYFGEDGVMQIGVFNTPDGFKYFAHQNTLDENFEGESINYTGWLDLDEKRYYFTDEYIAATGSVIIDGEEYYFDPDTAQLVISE
CCHFV vOTU inh = CCHFV vOTU protease inhibition; Pep-AMC fluorescence; inhibition, % at 11.5 µM; actives 0.55% (n = 370,000); AID 651958; in the data active = inhibition above about 30%; note: 0% = vehicle wells with enzyme and 100% = no enzyme wells
Y pestis TopoI = inhibitors of Yersinia pestis topoisomerase I; actives 0.064% (n = 360,000); Y. pestis Topo-I cleavage product accumulation, plate reader; activity, % at 10 µM; AID 504884; in the data active = activity above about 50%, passing the limit was not always enough; inconclusive = no clear call, values can overlap the other calls; note: inactives centre near 2
BoNT-A LC inh2 = blocks Botulinum neurotoxin A light chain protease. multiplex microsphere protease substrate cleavage, flow cytometry. inhibition, % at 10 µM. actives 0.17% (n = 360,000); note: plate controls were buffer without enzyme for full effect and enzyme alone for no effect
An asterisk follows results filed as active; i = inactive; ? = inconclusive; / = not tested or not shown; & = joins results of further samples. Cut-off read from the data, not from the text of the source, unless noted: active = inhibition above about 30%; inconclusive = no clear call, values can overlap the other calls; inactive = below that. A portion of the library; count on the stated rates, not on these rows.

SMILES	SARS 3CLpro inh	DUSP3 inh	BH1578 lux ind	SSB-PriA inh	PfHsp40 rescue	Anthrax LF prot	TcdB inh	CCHFV vOTU inh	Y pestis TopoI	BoNT-A LC inh2
CC(C)(C)c1csc(NC(=O)Cc2cccs2)n1	-3	1	-0.3	8	0.1	5	2.0	8	4	0.0
C=CCn1c(C(c2ccccc2)c2ccccc2)n[nH]c1=S	3	-4	i	7	-1.0	2	/	-13	-3	0.2
COc1ccc(CCNC(=O)CCn2c(=O)oc3ccccc32)cc1OC	-7	1	-0.8	-12	1.5	-12	0.1	1	1	-1.4
CC(=O)c1ccc(NC(=O)CS(=O)(=O)c2cn(CC(=O)N3CCOCC3)c3ccccc23)cc1	0	27	0.7	-2	0.7	0	1.8	10	-7	1.2
Cc1ccc(Cl)cc1NC1=C/C(=N\S(=O)(=O)c2cccs2)c2ccccc2C1=O	6	17	-0.2	/	-1.4&-2.2	-14&-7	0.0	96*	-11&-21	0.0&-1.8
COc1ccccc1N1CCN(C(=O)C2CCN(S(=O)(=O)c3ccc4c(c3)CC(C)N4C(=O)C3CC3)CC2)CC1 (configuration not stated)	0	21	i	-2	1.4	0	-8.6	1	37	-0.1
CN(Cc1ccccc1)C(=O)C1CCCN(c2ncnc3c2nc2n3CCCCC2)C1 (configuration not stated)	4	18	-1.1	-2	1.0	-1	0.6	11	28	-0.8
COc1ccccc1C(=O)Nc1ccc(C(=O)O)cc1	0	4	-0.4	-7	-2.1	10	/	-7	-7	-0.5
OCCCNc1nc(-c2ccccc2)nc2c1oc1ccccc12	0	8	-0.4	-7	4.8	-8	1.0	-2	-4	-2.6
CCOc1cc(/C=N\Nc2nc(Nc3ccccc3)nc(N3CCOCC3)n2)ccc1OC(=O)c1ccco1	-1	-7	-0.4	/	0.8	0	/	5	19	0.1
CCn1ncc(CN2CCCC(C(=O)c3cccc(OC(C)C)c3)C2)c1C (configuration not stated)	6	5	i	8	-1.6	-2	0.9	-3	14	0.6
C/C(CC(C)C)=N/Nc1ccc([N+](=O)[O-])cc1[N+](=O)[O-]	-3	-1	i	/	1.5	/	0.4	0	-8	/
COc1ccc(NC(=O)c2cc(S(=O)(=O)N3CCc4ccccc43)cn2C)cc1OC	8	-18	-1.2	-4	-0.8	-5	16*	-6	30	-0.4
CCCCNC(=O)c1onc(CSc2cccc(Cl)c2)c1C(=O)O	7	4	-0.5	-6	-0.4	-7	2.5	7	7	-0.5
O=S(Cc1ccccc1)CC(O)(c1ccccc1)c1ccccc1 (configuration not stated)	8	7	i	-3	0.4	-2	/	-8	17	-1.9
Cc1ccccc1OCC(=O)Nc1sc2c(c1C#N)CC(C)(C)NC2(C)C	-6	12	i	2	-0.6	-7	-8.8	-1	5	-2.5
O=C(CN1CCN(Cc2ccccc2)CC1)Nc1ccccc1	7	19	-0.7	2	0.3	-6	-0.6	-9	-3	-0.9
COc1ccccc1C=NNC(=O)NN=Cc1ccccc1OC	/	/	i	6	-1.9	-3	0.6	6	18	0.6
CCc1ccccc1NC(=O)CN(C)C(=O)c1cccc(S(=O)(=O)N2CCCCCC2)c1	/	/	i	-7	0.6	-4	-0.1	0	19	-1.9
O=C(Nc1ccc2c(c1)OCO2)c1c(Cl)nc2sccn12	-2	17	i	-22	-0.5	-2	/	9	-3	-0.5
COc1ccc([C@H]2CC(=O)C[C@@H](CCn3nnc4ccccc43)O2)cc1	/	/	/	/	/	-8	-0.1	-6	/	0.3
Cc1ccnc2c1ccc1cccnc12	/	/	-1.5	103*	0.8	1	0.6	-9	3	6.6
CCCOc1ccc(-c2nc(C#N)c(NCCCn3ccnc3)o2)cc1	-1	21	i	-4	3.0	-38	/	-27	-5	58*
O=C(CCNC(=O)c1ccccc1Cl)NCCc1ccc(Cl)cc1	1	-2	-1.9	-2	1.0	-4	1.6	7	-1	0.1
C=CCNC(=O)CN1C(=O)C2C3c4ccccc4C(c4ccccc43)C2C1=O (configuration not stated)	1	28	i	-13	-0.1	-4	-0.7	-9	4	0.4
O=C(Nc1ccccc1)c1ccc2snnc2c1	1	-5	-0.3	0	-0.4	-2	0.0	0	0	-0.3
CC(=O)c1c(C)[nH]c(C(=O)COc2ccc3ccc(=O)oc3c2)c1C	/	/	-2.0	-5	-0.2	-2	0.6	-46	10	-7.3
O=C(NCc1ccccc1)N1CCNCC1	-3	12	0.8	0	-1.7	-10	0.1	6	-6	5.6
C(=N\n1cnnc1)/c1ccc2ncccc2c1	-1	25	i	/	0.1	-4	/	2	5	?
Cc1c(CN2CCCCC2)c(O)n(CCO)c(=O)c1C#N	2	5	i	-4	-1.1	0	0.1	-6	4	-0.6
O=C(Cn1cnc2cc([N+](=O)[O-])ccc2c1=O)NC1CCS(=O)(=O)C1 (configuration not stated)	2	30	i	4	-0.2	6	-0.1	0	-1	-0.2
CC(=O)NC(CCS(C)(=O)=O)C(=O)Nc1cccc(C)c1C (configuration not stated)	0	16	-0.3	-5	-0.8	-6	1.6	-7	-2	0.2
Cn1ccc(C(=O)OCC(=O)Nc2cccc(Cl)c2)n1	0	27	i	-2	-1.1	-2	-0.9	-10	7	1.0
CCC(=O)Nc1nc2cc(OC)ccc2s1	-3	10	-0.4	-6	-0.6	-6	/	3	-10	0.6
O=[N+]([O-])c1ccc(COc2ccc(Br)cc2CN2CCOCC2)cc1	5	20	-0.1	18	-2.1	-1	0.8	-1	5	-1.1
CN1C2=NCCN2C(=O)c2cc(Cl)ccc21	3	2	-0.7	0	-0.4	-7	0.4	4	-3	-1.0
CCC(=O)NN1CCN(c2ccncc2S(=O)(=O)N2CCCCC2)CC1	-3	2	0.4	-4	-1.1	4	1.6	-1	3	0.5
Cc1nc(C(=O)NCCCO)cc2c1[nH]c1ccccc12	1	2	i	9	1.0	9	1.9	-12	0	-7.7
Cc1cccc(/C=N\N=C\c2cccc(C)c2)c1	3	0	-0.6	/	7.2	-2	-3.6	-11	1	-1.1
CC(C)C(c1nnnn1CCc1ccccc1)N1CCC(C(N)=O)CC1 (configuration not stated)	-1	10	-0.7	-18	-0.4	-4	1.3	10	3	-0.3
O=C(Nc1ccc(N2CCOCC2)nc1)c1ccc(F)cc1	4	23	3.8	-5	0.7	-1	/	5	2	0.5
O=C(CO/N=C/c1ccc2c(c1)OCO2)Nc1cccc(Br)c1	11	-4	-0.2	/	6.1	-2	/	20	-3	1.3
CC(C)(Oc1ccc(Cl)cc1)C(=O)Nc1ncccn1	0	8	-0.6	0	0.1	10	/	-10	2	2.5
O=C(COc1ccc(Br)cc1)NCc1cn2ccccc2n1	2	11	-0.7	-13	1.4	/	-1.2	-6	1	/
CC12CN3C(O)C(C)(C1)CC(C)(C2)C3O (configuration not stated)	6	14	i	-2	-0.2	1	/	9	-5	-0.4
Cc1ccc(OCC(=O)NCCCNC(=O)COc2ccc(C)cc2)cc1	4	-8	-0.4	-1	1.4	-1	-0.1	-3	20	2.2
Cn1c(C(=O)N2CCCC(C(=O)NCCCc3ccccc3)C2)cc2sccc21 (configuration not stated)	5	-9	-1.1	6	0.2	-3	/	18	8	-2.0
CC(CCN1C(N(C)C)=NC[C@@H]1C)c1ccccc1 (some centres not stated)	/	/	i	2	-1.1	-8	-0.5	-8	5	-0.5
O=C(Nc1nc2cc3c(cc2s1)OCO3)C1=COCCO1	-10	0	-0.4	-2	-0.1	6	0.7	22	-13	-0.3
COC(=O)c1ccccc1NC(=O)N1CCN(c2ccccc2)CC1	1	27	-0.1	-11	-0.8	-1	0.6	-1	-8	0.2
CC(=O)c1cccc(N=C2C(=O)Nc3ccccc32)c1	5	8	3.2	2	-0.5	-2	/	1	0	0.0
O=C(Nc1ccc2c(c1)OCO2)c1ccc(N2CCCC2)c([N+](=O)[O-])c1	0	-2	-0.3	39*	2.4	-2	/	15	-8	0.5
N#C/C(=C\C1=C(N2CCOCC2)C(=C\c2ccccc2)/CC1)C(=O)Nc1ccccc1F	-11	0	-3.0	-8	-1.1	5	1.0	-7	5	12
O=C(Cn1c(=O)oc2ccccc21)Nc1ccc(Cl)cc1Cl	-3	-5	i	-5	0.1	3	0.0	1	1	-0.8
O=C(OCCn1c(=S)sc2ccccc21)c1ccccc1	/	/	-1.9	-24	1.3	-1	1.3	12	21	-0.3
CCOc1ccccc1OCCOc1ccc(F)cc1	0	17	i	-113	0.1	-1	/	-3	8	-0.6
CC(Nc1nc(-c2ccc(F)cc2)cs1)c1nc2cc(Cl)c(N3CCCCC3)cc2n1CCCO (configuration not stated)	/	/	-0.6	-17	-2.0	-12	0.3	17	16	-1.5
COc1ccc(N2CCN(C(=O)CSc3nc(C)cs3)CC2)cc1	/	/	i	10	-0.8	0	-0.3	-4	-3	2.0
O=C(/C=C/c1cccs1)NCc1ccccc1	0	14	-1.0	-14	-0.1	-1	0.4	0	0	0.1
CCc1ccccc1NC(=O)CN1C(=O)C2CCCN2c2ncc(Cl)cc21 (configuration not stated)	-2	-24	i	-10	0.1	/	/	2	1	/
Going on with the list.
SMILES	SARS 3CLpro inh	DUSP3 inh	BH1578 lux ind	SSB-PriA inh	PfHsp40 rescue	Anthrax LF prot	TcdB inh	CCHFV vOTU inh	Y pestis TopoI	BoNT-A LC inh2
Cc1cc(C)n(CCNC(=O)c2ccco2)n1	-6	10	-0.2	-4&12	1.6	-2	0.9	4	6	2.1
CC(C)c1c(C(=O)N/N=C/c2ccccc2OCc2c(F)cccc2Cl)nnn1-c1nonc1N	9	14	-12	/	-0.6	2	1.2	3	-1	2.6
O=C(NCCO)c1nc(C(=O)c2ccccc2)c2ccccc2n1	/	/	0.6	-8	-0.7	2	-0.5	3	-1	0.2
Cc1ccc(S(=O)(=O)N2CCN(c3cc4c(cc3[N+](=O)[O-])n(C)c(=O)n4C)CC2)cc1	-3	8	i	-13	-0.6	-4	2.2	-10	-4	0.9
O=C(COC(=O)[C@@H]1CCCN1C(=O)c1cccs1)Nc1ccc(Br)cc1	/	/	-1.0	-7	4.1	-4	2.2	0	31	-0.1
O=S(=O)(c1ccc(F)cc1F)N1CCCN(c2ccc(C(F)(F)F)cn2)CC1	1	32	-0.6	-24	-0.6	-1	1.2	17	15	0.7
Cc1ccc(S(=O)(=O)NN=C2CC3CC2C2CCCC32)cc1 (configuration not stated)	/	/	-2.9	/	/	-12	1.9	-3	2	-0.7
Cc1cc(N2CCCCC2)nc2ccccc12	4	7	-0.4	-10	-0.6	-3	0.4	11	8	-1.3
c1cc2c3c(cccc3c1)NC1(CCCC1)N2	/	/	-7.1	18	1.9	-68	-12	28	-9	-0.2
COc1cc2c(C(=O)N3CCN(c4cccc(Cl)c4)CC3)cn(CC(C)C)c(=O)c2cc1OC	1	6	-0.6	10	1.0	7	/	-1	-2	3.0

5 entries from above, as a markdown table.
| molecule | SARS 3CLpro inh | DUSP3 inh | BH1578 lux ind | SSB-PriA inh | PfHsp40 rescue | Anthrax LF prot | TcdB inh | CCHFV vOTU inh | Y pestis TopoI | BoNT-A LC inh2 |
| --- | --- | --- | --- | --- | --- | --- | --- | --- | --- | --- |
| O=C(COC(=O)[C@@H]1CCCN1C(=O)c1cccs1)Nc1ccc(Br)cc1 | / | / | -1.0 | -7 | 4.1 | -4 | 2.2 | 0 | 31 | -0.1 |
| O=S(=O)(c1ccc(F)cc1F)N1CCCN(c2ccc(C(F)(F)F)cn2)CC1 | 1 | 32 | -0.6 | -24 | -0.6 | -1 | 1.2 | 17 | 15 | 0.7 |
| Cc1ccc(S(=O)(=O)NN=C2CC3CC2C2CCCC32)cc1 (configuration not stated) | / | / | -2.9 | / | / | -12 | 1.9 | -3 | 2 | -0.7 |
| Cc1cc(N2CCCCC2)nc2ccccc12 | 4 | 7 | -0.4 | -10 | -0.6 | -3 | 0.4 | 11 | 8 | -1.3 |
| c1cc2c3c(cccc3c1)NC1(CCCC1)N2 | / | / | -7.1 | 18 | 1.9 | -68 | -12 | 28 | -9 | -0.2 |

From PubChem
